Source: PubChem BioAssay
RAD54 branch: blocks human RAD54 Holliday junction branch migration; Q92698; 0.14% of 360,000 active; FAM/BHQ fluorescence; inhibition, % at 10.4 µM;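 active means mean normalized replicate activity at least 40 and at least half of replicates scoring 40 or more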;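 further: 0% = median of neutral control wells and 100% = median of positive control wells; inhibitors cause a drop in the FAM fluorescence signal; in these data hits start at about 50%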
ERp5 block: ERp5 (human) disulfide isomerase inhibition; inhibition, % at 9.99 µM; AID 651711; Q15084; 0.05% of 350,000 active; ERp5 insulin aggregation, absorbance 650 nm, 90 min;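 active means mean replicate inhibition above about 25%, with every replicate also reaching it, limit read from the data, passing the limit was not always enough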
E-selectin induc: E-selectin induction on HUVECs. activation, % at 7.58 µM. AID 686992. HUVEC E-selectin immunofluorescence imaging; normalized: neutral wells 0, TNF-alpha wells 100. P16581. 0.37% of 260,000 active;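 active means mean E-selectin-positive cell signal at least 10% of the positive control, reached in at least 60% of replicates, without over 20% cell loss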;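 further: in these data hits start at about 27%; measured in HUVEC primary endothelial cells; signal is the percent of cells scored E-selectin positive by PE staining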
Target sequence (P16581 whole entry, looked up): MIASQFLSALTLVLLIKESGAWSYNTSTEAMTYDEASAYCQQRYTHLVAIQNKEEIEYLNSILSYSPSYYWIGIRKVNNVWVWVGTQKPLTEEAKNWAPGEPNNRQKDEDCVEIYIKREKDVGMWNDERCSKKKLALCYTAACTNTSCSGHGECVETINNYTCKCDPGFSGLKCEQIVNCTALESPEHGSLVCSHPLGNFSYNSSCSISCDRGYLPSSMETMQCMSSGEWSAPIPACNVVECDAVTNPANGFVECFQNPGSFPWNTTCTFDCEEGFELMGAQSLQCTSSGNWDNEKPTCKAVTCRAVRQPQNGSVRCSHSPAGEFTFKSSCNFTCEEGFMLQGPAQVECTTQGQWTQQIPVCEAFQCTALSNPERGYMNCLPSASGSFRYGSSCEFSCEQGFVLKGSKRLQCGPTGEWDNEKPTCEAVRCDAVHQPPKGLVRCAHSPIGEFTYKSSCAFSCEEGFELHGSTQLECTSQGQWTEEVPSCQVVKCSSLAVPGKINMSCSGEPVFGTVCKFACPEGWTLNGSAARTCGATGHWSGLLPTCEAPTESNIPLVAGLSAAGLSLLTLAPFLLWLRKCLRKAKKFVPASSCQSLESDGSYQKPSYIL
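Test system – human umbilical vein endothelial cells (HUVEC), E-selectin induction · Input – 3,000 HUVEC seeded per well · Buffer or medium – EGM-2, gelatin · Compound dosing – single-point compound dose · Detection – immunofluorescence imaging · Measure – percent E-selectin-positive cells · Controls – TNF-alpha high, DMSO low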
Xi reactivation: X-chromosome reactivation activator; XiGFP mouse fibroblasts, % GFP-positive cells imaging, 3 d; cells co-treated with 5-aza-dC sensitizer; scaled so ellipticine positive control = 100%; activation, % at 7.58 µM; 0.055% of 360,000 active;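 active means mean normalized replicate activation at least 10% and every replicate at or above 10%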;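 further: 0% = median of on-plate neutral control wells and 100% = ellipticine 6 µM median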
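Material: SV40-immortalized XiGFP fibroblast cells, line 68-5-11 | Buffer or medium: DMEM containing 5-aza-dC | Dosing: One concentration, pinned | Times: 3 d treatment, 15 min room-temperature fixation | Controls: Ellipticine 6 µM positive control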
esBAF inh: inhibitors of esBAF chromatin remodeling in mouse ES cells. Bmi1-luciferase knock-in reporter, 24 h; 100% = twice the neutral-well signal. reporter increase, % at 12.5 µM. 2% of 350,000 active; in the data active means activation above about 40%;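 further: 0% = median of the plate's neutral control wells and 100% = double that signal; a rise in the Bmi1 reporter signal indicates esBAF inhibition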
ERAP1 inh: blocks human ERAP1 aminopeptidase activity | Q9NZ08 | recombinant ERAP1, Leu-AMC fluorescence, 60 min | inhibition, % at 10.7 µM | 0.15% of 340,000 active | AID 652197;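 active means mean replicate inhibition of at least 30%, or all replicates individually reaching that 30% level; inactive means mean below 30% and not every replicate reaching it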;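 further: 0% = neutral control wells and 100% = L-leucinethiol positive control wells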
S100A4 inh HTS: S100A4-myosin IIA interaction inhibition; P26447; S100A4/TAMRA-MyoIIA peptide fluorescence polarization; inhibition, % at 10.7 µM; 0.14% of 360,000 active;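 active means mean inhibition of at least 70% across replicates, with every replicate also reaching that level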
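Material: S100A4 monomer (human). Medium: Calcium-containing HEPES buffer, pH 7.2. Probe or stimulus: labelled myosin peptide probe, 5 nM. Compound dosing: one concentration per compound. Timing: polarization read 5 min after assay mix addition, stable 5–60 min. Benchmarks: DMSO as neutral control, TFP as positive control.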
RAD52 inh: blocks human RAD52 DNA annealing; P43351; recombinant RAD52 DNA annealing, FRET fluorescence; inhibition, % at 18.7 µM; 0.46% of 360,000 active; AID 651710;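 active means every replicate showing at least 50% inhibition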
Target sequence (P43351 whole entry, looked up): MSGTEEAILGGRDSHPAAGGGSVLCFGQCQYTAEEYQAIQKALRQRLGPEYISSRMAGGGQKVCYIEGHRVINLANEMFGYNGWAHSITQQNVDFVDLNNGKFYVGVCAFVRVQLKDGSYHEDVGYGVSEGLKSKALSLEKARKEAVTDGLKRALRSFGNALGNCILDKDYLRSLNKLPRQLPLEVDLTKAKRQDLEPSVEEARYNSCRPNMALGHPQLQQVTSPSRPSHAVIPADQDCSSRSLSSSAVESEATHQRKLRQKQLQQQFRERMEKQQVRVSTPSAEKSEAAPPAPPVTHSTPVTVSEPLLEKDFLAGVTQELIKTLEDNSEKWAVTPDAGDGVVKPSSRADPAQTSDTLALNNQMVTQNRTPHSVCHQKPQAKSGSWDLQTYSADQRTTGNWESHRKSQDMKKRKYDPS
The depositor's hits bear a star; x = no result given.

SMILES	RAD54 branch	ERp5 block	E-selectin induc	Xi reactivation	esBAF inh	ERAP1 inh	S100A4 inh HTS	RAD52 inh
COC(C[C@@H](O)C[C@@H](O)[C@@H](C)OCc1ccccc1)OC	3.3	1.7	0.0	-0.2	x	-2.4	2.5	9.4
COc1ccc2c3c([nH]c2c1)[C@H](CO)N(Cc1ccncc1)CC31CN(C(=O)CN(C)C)C1	x	2.5	0.0	0.0	x	x	-10.5	0.1
COc1ccc(CCNC(=O)CC(C)S(=O)(=O)c2ccc3c(c2)NC(=O)CO3)cc1OC (configuration not stated)	x	4.5	-0.1	0.1	-0.6	-1.2	2.1	-10.7
CCC(CC)NC(=O)c1cccc(Oc2ccccc2)c1	x	1.0	x	-1.2	x	0.7	-1.4	-8.1
N/C(=N\OC(=O)CCN1C(=O)c2ccccc2C1=O)c1ccccn1	-6.0	0.5	x	0.0	-0.6	-0.1	-3.4	0.4
CSc1ccc(/C=C/C(=O)OCC(=O)N2CCN(c3ccccc3)CC2)cc1	-3.4	-12.9	x	0.1	-7.9	2.1	0.8	8.8
Cc1ccc(C(=O)NCc2ccc(F)cc2)s1	-4.4	x	x	0.0	x	1.1	-2.2	-11.7
Cc1nn(C)cc1S(=O)(=O)Nc1cccc(Cl)c1	3.4	-1.4	x	0.1	0.3	-2.9	-0.7	-11.1
C[C@H]1CN([C@@H](C)CO)C(=O)c2cc(NC(=O)c3ccncc3)ccc2O[C@@H]1CN(C)Cc1ccc(Cl)c(Cl)c1	5.3	-3.3	0.0	-1.1	-2.1	2.2	9.5	4.6
CCCNC(=O)N1CC(=O)N2[C@@H](CO)[C@H](c3ccc(-c4cccc(C)c4)cc3)[C@@H]2C1	x	2.1	0.7	0.0	x	-0.1	4.1	4.0
CCc1ccc(NC(=O)C[n+]2cc(-c3ccc(C)cc3)n3c2CCC3)cc1	20.8	-1.3	x	0.0	x	x	1.8	6.3
CCOC(=O)c1ccc(Nc2cc(C)nc3nc(C)nn23)cc1	7.2	-2.8	0.4	0.3	-0.2	1.1	-2.0	15.2
CCCNC(=O)[C@H]1[C@H](CO)[C@H]2Cn3c(cccc3=O)[C@@H]1N2C(=O)NCCC	3.4	0.8	-0.5	0.2	-4.7	1.4	-4.4	-8.8
CC1CC(C)CN(C(C)C(=O)Nc2cc(S(=O)(=O)N3CCCCC3)ccc2Cl)C1 (configuration not stated)	8.9	5.7	x	-0.1	0.6	0.3	-0.9	-2.0
COc1cccc(-c2noc(-c3ccoc3C)n2)c1	x	-9.0	4.7	0.2	x	7.0	3.1	-11.6
C[C@H]1CN([C@@H](C)CO)C(=O)c2cccc(NC(=O)Nc3ccc4c(c3)OCO4)c2O[C@@H]1CN(C)S(=O)(=O)c1ccccc1	-1.0	-18.9	0.4	-1.0	1.4	3.1	14.7	0.6
Cc1noc(C)c1COc1ccc(C(=O)Nc2cccnc2)cc1	x	-1.4	7.8	0.3	x	-1.8	-7.2	-14.7
O=C(CSC(=S)N1CCOCC1)Nc1ncc2c(n1)CCCC2=O	x	2.5	2.3	0.0	1.7	4.8	2.4	-4.8
O=C(C[C@H]1C[C@H]2c3cc(NC(=O)Cc4ccncc4)ccc3O[C@H]2[C@H](CO)O1)NCc1cccnc1	-1.4	-2.5	-0.4	-0.1	2.7	-1.5	0.8	-5.0
CCc1ccc(S(=O)(=O)NCCc2csc(C)n2)s1	x	0.4	x	0.0	x	6.5	2.5	-0.4
Cc1ccc(C)c(S(=O)(=O)N2CCN(C(=O)C3CC3C)CC2)c1 (configuration not stated)	-7.9	-0.1	x	1.0	x	-1.6	-2.6	-7.8
COc1ccc(N2C(=O)[C@@H]3[C@H](C2=O)[C@H](C(C)=O)N2c4ccccc4C=C[C@@H]32)cc1	-13.6	-7.0	x	0.5	5.9	-2.9	-2.6	-57.8
Cc1ccc(S(=O)(=O)Nc2ccc3c(c2)C(=O)N([C@@H](C)CO)C[C@@H](C)[C@@H](CN(C)C(=O)C2CCCCC2)OCCCC[C@H](C)O3)cc1	2.6	0.1	-0.2	0.3	9.3	-0.4	-17.4	4.7
O=C(O)/C=C/C(=O)NNC(=O)c1ccc(Br)cc1	6.9	3.7	0.3	0.2	7.7	1.3	-3.9	-24.9
O=C(C[C@H]1CC[C@@H]2[C@H](COC[C@H](O)CN2C(=O)c2ccc(F)cc2)O1)NCc1cccc(F)c1	-0.8	0.3	0.0	0.1	0.7	-1.3	-24.6	-21.2
COC(=O)c1sc(N/N=C/c2ccc(C(C)C)cc2)nc1C	12.5	-2.1	0.2	0.0	13.5	-3.4	-0.2	-11.9
COc1ccccc1-c1ccc2c(c1)[C@@H]1[C@@H](CCN1S(=O)(=O)c1cccc(C)c1)[C@H](CO)N2	-5.2	-2.0	-0.8	0.2	-7.9	1.1	0.9	-17.9
O=C(C[C@@H]1CC[C@H]2NC[C@H](O)COC[C@@H]2O1)NCc1ccc(Oc2ccccc2)cc1	9.0	0.8	0.0	0.0	-2.0	1.8	-2.7	9.6
CN1C(=O)c2cc(NC(=O)Cc3cccs3)ccc2OC[C@H]2O[C@H](CC(=O)NCc3ccc(-c4ccccc4)cc3)CC[C@@H]21	0.2	2.6	-0.1	0.1	0.9	-0.2	-34.3	3.3
CCOC(=O)[C@]12CCCC=C1N(Cc1ccco1)C(=O)[C@H](CC(=O)NCC1CCCCC1)C2	x	-6.8	0.9	0.0	x	x	-7.1	-15.4
COc1ccc(-c2onc(C)c2-c2ccc3c(c2)OCCO3)c(O)c1	11.4	-1.6	3.9	0.0	-6.1	1.9	-68.6	2.8
COc1ccc(Nc2ccc(C(F)(F)F)cc2[N+](=O)[O-])cn1	6.6	-3.8	-0.2	0.0	x	3.5	-2.7	-12.1
CC(=O)c1sc(NC(=O)CSC(C)C(=O)Nc2cc(C)on2)nc1-c1ccccc1 (configuration not stated)	-8.6	-4.8	0.1	0.2	x	-0.3	-3.8	-12.6
O=C(c1ccccc1)N1CC2(C1)[C@@H](c1ccccc1)[C@@H](CO)N2Cc1cc(F)ccc1F	x	-4.4	-0.3	0.0	x	1.6	-8.2	-171.4
Cc1ccc(C(=O)N(C)Cc2ccccc2)cc1S(=O)(=O)N1CCOCC1	-11.0	2.6	-0.2	0.9	-4.3	-5.1	3.6	-17.9
CC(NC(=O)C1CCCN1S(=O)(=O)c1ccccc1)c1ccccc1 (configuration not stated)	-3.6	-4.7	x	0.2	-4.8	-1.0	-1.5	-7.0
CC(C)Cc1cc(C(=O)NCc2cccnc2)no1	-0.2	2.8	-0.8	0.2	24.1	4.4	4.6	8.2
O=C(C[C@@H]1C=C[C@@H](NC(=O)CN2CCOCC2)[C@H](CO)O1)NC1CCCCC1	-4.0	0.7	0.3	0.0	0.4	-1.3	3.8	-10.9
O=C(COC(=O)c1ccccc1SCC(=O)N1CCCC1)Nc1ccccc1	-2.1	1.3	x	0.2	5.9	1.9	-0.4	-13.7
O=C(O)C(c1ccccc1)N1C(=O)c2ccccc2C1=O (configuration not stated)	-2.3	-2.3	x	0.0	0.4	-8.1	0.5	-13.2
CN(CC(=O)Nc1ccccc1Cl)C(=O)COc1cccc2c1OC(C)(C)C2	x	22.3	x	-0.1	x	-2.5	1.4	-1.4
COc1cc2c(=O)n(CCC(=O)NCC3CCCO3)c(=O)n(CC(=O)Nc3ccc(C)c(C)c3)c2cc1OC (configuration not stated)	12.5	1.4	x	-0.1	-2.9	-1.7	-0.1	10.0
CCOc1ccc(/C=C/C(=O)c2cc(Br)ccc(=O)c2O)cc1	x	7.9	x	-0.1	x	-0.3	2.6	-23.9
O=C(O)c1cc([N+](=O)[O-])cc([N+](=O)[O-])c1N1CCN(c2cccc(C(F)(F)F)c2)CC1	-5.4	7.3	-0.4	0.1	5.3	1.8	-4.5	-6.2
C[C@@H]1CN([C@H](C)CO)S(=O)(=O)c2ccc(C#CCN(C)C)cc2O[C@@H]1CN(C)C(=O)CC1CC1	-14.9	-10.1	0.8	-0.4	2.0	2.2	-11.5	-9.7
CC(C)N(c1ccccc1)c1ccc(NC(=O)[C@@H]2O[C@H](CO)[C@@H](O)[C@H]2O)cc1	-4.3	5.0	0.1	-0.1	-4.2	-2.5	-1.7	-3.8
O=C(CN1CCN(c2ccc(Cl)cc2[N+](=O)[O-])CC1)N1CCOCC1	x	1.8	x	0.0	x	-2.1	-2.4	-5.1
Cc1ccccc1S(=O)(=O)N1CC(=O)N2[C@H](CO)[C@@H](c3ccc(C#CC4CC4)cc3)[C@H]2C1	x	-1.4	-0.5	-0.1	x	1.1	13.7	-21.7
COc1ccc(-c2ccccc2C2Cc3nnccc3CN2C(=O)Nc2ccccc2)cc1 (configuration not stated)	x	0.6	-0.1	0.2	x	0.2	-8.3	-17.5
CCOC(=O)NC(=O)/C(C#N)=C/c1ccc(N(C)C)cc1	-18.1	6.3	0.7	0.3	x	-0.1	-5.4	-188.7
CCOC(=O)CC(NC(=O)Cn1nnc(-c2ccccc2F)n1)c1ccc(OC)cc1 (configuration not stated)	x	0.5	-1.3	0.4	-4.6	1.0	-1.1	-15.0
COc1cc(C)c(S(=O)(=O)NOCc2ccccc2)c(C)c1C	-2.6	-0.3	x	0.1	2.9	4.2	-3.5	-7.8
CC1CCCCC1NC(=O)Cn1nnc(-c2ccc(Cl)cc2)n1 (configuration not stated)	x	-0.9	x	x	1.6	-1.2	6.7	-9.0
COc1ccc(N=C2SC(CC(=O)Nc3ccccc3)C(=O)N2CCN2CCOCC2)cc1 (configuration not stated)	1.7	-2.4	5.4	0.1	-3.2	-5.4	-1.2	-11.2
CN(C)CCN=c1cc(-c2ccccc2)oc2ccc(Cl)cc12	x	7.1	x	0.1	x	-0.2	3.7	17.8
CC(=O)N1c2ccc(S(=O)(=O)NCCC(=O)N(C)C3CCCCC3)cc2CC1C (configuration not stated)	-1.1	-6.4	x	0.1	0.0	0.4	-0.9	-10.6
NC(=O)CCN(C(=O)c1cccc(S(=O)(=O)N2CCc3ccccc32)c1)c1ccccc1	-0.2	-5.0	x	-0.1	0.6	-0.4	1.7	-9.0
Fc1ccc(NCc2nnc(SCc3ccccc3)o2)cc1	-3.6	3.3	-1.3	0.4	-0.9	-2.1	3.3	0.8
CCC1Oc2ccc(C)cc2N(Cc2cccc(C)c2)C1=O (configuration not stated)	3.7	-3.2	x	x	7.7	1.8	0.7	-9.7
CCOC(=O)CNc1nc(Cl)nc(N2CCCCC2)n1	-1.0	2.5	x	0.1	6.2	x	-2.2	-23.4

Record cards, from the list above.
CC(C)N(c1ccccc1)c1ccc(NC(=O)[C@@H]2O[C@H](CO)[C@@H](O)[C@H]2O)cc1 in the list: RAD54 branch = -4.3; ERp5 block = 5.0; E-selectin induc = 0.1; Xi reactivation = -0.1; esBAF inh = -4.2; ERAP1 inh = -2.5; S100A4 inh HTS = -1.7; RAD52 inh = -3.8
CCOC(=O)NC(=O)/C(C#N)=C/c1ccc(N(C)C)cc1 in the list: RAD54 branch = -18.1; ERp5 block = 6.3; E-selectin induc = 0.7; Xi reactivation = 0.3; esBAF inh = x; ERAP1 inh = -0.1; S100A4 inh HTS = -5.4; RAD52 inh = -188.7
